OPRM1-OPRD1 ag = OPRM1-OPRD1 heterodimerization agonism. P35372+P41143. cells, luminescence. activation, % at 9.3 µM. 0.3% of 340,000 active. AID 504326; in the data active means activation above about 18%;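 further: 0% = vehicle-treated cells and 100% = reference agonist; values of inactives mirror those of a sister screen read the other way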
OPRM1-OPRD1 inv = inverse agonists of human mu-delta opioid receptor heterodimerization. inhibition, % at 9.3 µM. P35372+P41143. AID 504357. 0.21% of 340,000 active. cell-based MOR-DOR heterodimer luminescence, inverse agonism; in the data active means inhibition above about 22%, passing the limit was not always enough;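 further: 0% = cells with DMSO and 100% = wells without cells with DMSO; values of inactives mirror those of a sister screen read the other way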
CAL-PDZ inh HTS = blocks peptide binding to the human CAL PDZ domain; 0.92% of 300,000 active; purified CAL PDZ, TMR-peptide fluorescence polarization, 1 h; AID 602252; Q9HD26; inhibition, % at 24.9 µM;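 active means mean inhibition of at least 30% with at least half of replicates also reaching 30%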;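 further: 0% = DMSO neutral control and 100% = excess unlabeled competitor peptide PRC23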
HTR5A ag ctr = activates human HTR5A in OPRM1-OPRD1 agonist counter-screen; P47898; HTR5A agonist assay, luminescence, cell-based; activation, % at 9.3 µM; 0.61% of 340,000 active; AID 504692; in the data active means activation mostly above about 9.5%, no sharp cut-off; inactive means mostly below about 7.6%;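 further: 0% = cells with vehicle only and 100% = reference agonist; strong numbers were not always called active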
Target sequence (P47898 whole entry, looked up): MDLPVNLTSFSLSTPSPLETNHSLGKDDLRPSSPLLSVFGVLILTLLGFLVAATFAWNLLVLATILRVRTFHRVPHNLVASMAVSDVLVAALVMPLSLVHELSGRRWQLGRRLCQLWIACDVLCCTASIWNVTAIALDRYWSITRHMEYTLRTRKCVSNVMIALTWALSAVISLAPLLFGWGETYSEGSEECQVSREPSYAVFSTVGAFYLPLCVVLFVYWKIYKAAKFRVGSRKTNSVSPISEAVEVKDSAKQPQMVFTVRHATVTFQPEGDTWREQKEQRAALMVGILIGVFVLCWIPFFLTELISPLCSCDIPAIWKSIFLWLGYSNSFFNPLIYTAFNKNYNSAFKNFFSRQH
RTF Ca sens inh = cardiac RTF calcium desensitization; P19429+P45379; inhibition, % at 7.15 µM; IANBD-labeled cardiac RTF, Ca2+ fluorescence; 0.12% of 340,000 active;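 active means inhibition above the mean inhibition of all tested compounds plus 3 SD, cut at about 17% in these data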;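 further: assay run at fixed EC70 calcium of 1.6 mM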
HTR5A inv ag = inverse agonist of human HTR5A in OPRM1-OPRD1 counter-screen. P47898. HTR5A cell line, luminescence, inverse agonism. inhibition, % at 9.3 µM. 0.083% of 340,000 active. AID 504634; in the data active means inhibition mostly above about 23%, no sharp cut-off; inactive means mostly below about 18%;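 further: 0% = cells with DMSO and 100% = no-cell wells with DMSO; some compounds called inactive have numbers as strong as hits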
V-ATPase pHluor = alters yeast V-ATPase proton transport; S. cerevisiae, pHLuorin cytosolic pH fluorescence; response, % at 10 µM; 0.37% of 350,000 active; in the data active means response mostly above about 7.3%, no sharp cut-off; inactive means mostly below about 5.4%; further: actives read high; inactives centre near 0; some compounds called inactive have numbers as strong as hits; reference of the scale not given here
Keap1 Nrf2 FP = disrupts human Keap1 binding to Nrf2 peptide; 0.15% of 340,000 active; Q14145; AID 504523; Keap1 Kelch-Nrf2 peptide fluorescence polarization, 1536-well; inhibition, % at 9.4 µM; in the data active means inhibition above about 12%;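 further: human Keap1 Kelch domain with fluorescein labeled Nrf2 9mer peptide probe; 0% = neutral control wells and 100% = peptide positive control; higher means more block of Keap1 binding to Nrf2 peptide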
Target sequence (Q14145 whole entry, looked up, the tested form may be a part): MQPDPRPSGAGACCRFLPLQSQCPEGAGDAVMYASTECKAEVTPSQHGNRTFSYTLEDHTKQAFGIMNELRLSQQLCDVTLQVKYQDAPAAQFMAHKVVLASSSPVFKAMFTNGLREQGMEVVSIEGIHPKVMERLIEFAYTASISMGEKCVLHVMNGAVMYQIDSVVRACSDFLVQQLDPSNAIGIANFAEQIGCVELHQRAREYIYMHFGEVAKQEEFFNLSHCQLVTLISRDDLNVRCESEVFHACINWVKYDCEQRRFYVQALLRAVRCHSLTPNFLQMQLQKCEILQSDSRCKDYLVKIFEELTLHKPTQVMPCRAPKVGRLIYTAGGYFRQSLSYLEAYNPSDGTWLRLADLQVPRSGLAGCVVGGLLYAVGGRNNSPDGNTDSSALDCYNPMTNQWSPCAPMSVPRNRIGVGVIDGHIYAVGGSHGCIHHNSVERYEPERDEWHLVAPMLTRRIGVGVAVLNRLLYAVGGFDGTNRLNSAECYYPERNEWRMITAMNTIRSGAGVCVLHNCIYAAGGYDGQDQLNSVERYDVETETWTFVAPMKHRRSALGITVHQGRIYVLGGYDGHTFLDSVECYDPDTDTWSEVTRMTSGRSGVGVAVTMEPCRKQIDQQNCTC
C-LANA FP = inhibitors of KSHV LANA C-terminal domain DNA binding; inhibition, % at 9 µM; AID 504423; MBP-C-LANA/FAM-LBS DNA binding, fluorescence polarization; 0.078% of 340,000 active;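 active means highest replicate inhibition at or above 60% at 9 µM, even if other replicates fall short; inactive means all replicates below 60% inhibition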;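 further: 0% = neutral control wells and 100% = 4 µM acridine orange control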
RTF Ca sens act = cardiac RTF calcium sensitization; activation, % at 7.2 µM; 0.24% of 340,000 active; P19429+P45379; IANBD-labeled TnC RTF fluorescence at EC20 calcium; 0% EC20 calcium, 100% full calcium;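 active means activation above the mean over all tested compounds plus 3 SD, cut at about 30% in these data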;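 further: rise in fluorescence read as greater calcium sensitivity of cardiac thin filaments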
* hit, by the source's call; / = no result given. Outcome played no part in choosing rows. Share with any hit: about 2.8%.

Structure	OPRM1-OPRD1 inv	CAL-PDZ inh HTS	RTF Ca sens act	Keap1 Nrf2 FP	HTR5A inv ag	C-LANA FP	V-ATPase pHluor	OPRM1-OPRD1 ag	HTR5A ag ctr	RTF Ca sens inh
S=c1[nH]nc(-c2ccc3ccccc3n2)o1	-8	-4	3	-1	5	-0.6	3	1.4	0	2
O=C(NCc1ccco1)c1ccccc1-c1nc(-c2ccc(F)cc2)no1	18	-5	3	1	16	2.5	1	-3.4	2	1
O=C(O)CCC(=O)Nc1ccc(Cc2ccc(NC(=O)CCC(=O)O)c(O)c2)cc1O	10	-5	1	-2	-3	2.7	3	-1.7	-1	-9
CC(C)(C)N(Cc1ccccc1)C(=O)COC(=O)c1ccccc1SCC(=O)N1CCCC1	-7	3	-13	-3	14	1.1	-2	1.0	-5	-13
COc1cccc(CNC(=O)C(c2ccc(Cl)cc2)C(C)C)c1 (stereo unspecified)	3	-3	0	-4	1	-0.8	0	-0.5	-5	-20
CCn1ccnc1CN1CCC(n2nccc2NC(=O)c2ccccc2OC)CC1	15	11	-1	-1	-15	-1.2	-1	-2.8	3	-1
CCc1nc2ccc(C(=O)NCc3ccccc3)cc2nc1CC	0	1	3	5	3	1.5	1	0.0	-1	-19
CCNC(=O)CSc1nnc(-c2cccc(S(=O)(=O)N(CC)CC)c2)n1CCc1ccccc1	-4	-3	-3	-2	-14	1.4	2	0.8	-8	-9
O=C(NCc1ccncc1)C1CCN(C(=O)c2cccc(Cl)c2)CC1	-3	-7	1	0	-13	-2.1	-1	0.3	4	-6
CCOC(=O)c1cnc2ccc(OCC)cc2c1NCc1ccccc1	-46	-1	-2	-5	-2	-1.5	-6	8.5	3	-3
COc1ccc(NC(=O)CN(c2ccccc2OC)S(=O)(=O)c2cccs2)cc1Cl	12	/	-1	0	-7	0.2	2	-2.2	2	8
CCOC(=O)c1c(NC(=O)CSc2nnc(-c3ccco3)o2)sc(C)c1C	9	-2	-1	-2	5	-1.3	-3	-1.7	-3	-2
Cc1ccc([C@H]2C(C#N)=C(N)Oc3cc(C)oc(=O)c32)o1	-1	-4	4	-1	11	1.0	0	0.2	-4	-4
CCOC(=O)C1CCN(C(=O)CCS(=O)(=O)c2ccc3c(c2)CCN3C(=O)CC)CC1	3	-5	-4	-5	2	-1.7	8	-0.6	0	-4
CCOC(=O)Cc1csc(NC(=O)c2ccc(S(=O)(=O)N3CCOCC3)cc2)n1	1	0	6	-6	-6	-0.8	2	-0.2	2	-8
O=[N+]([O-])c1ccc(Cl)c(S(=O)(=O)Nc2cccc(-c3ccc(N4CCCC4)nn3)c2)c1	1	-3	3	-1	10	0.6	-1	-0.2	-4	0
Cc1cc(=O)oc2cc(OCc3ccc(C(=O)OCC(=O)Nc4ccc(N(C)C)cc4)cc3)ccc12	5	-3	-4	-2	4	0.0	-3	-0.8	-1	10
CN(Cc1nc2ccc(Cl)cc2[nH]1)Cc1nc(-c2cnccn2)no1	-1	4	-1	-2	8	1.0	4	0.1	0	12
COc1ccc(CCNC(=O)CN(C)S(=O)(=O)c2cccs2)cc1OC	5	1	0	-5	17	-0.6	-2	-1.1	-1	-6
CCCCn1c(SCC(=O)c2ccc(OCC)cc2)nc2cc(S(N)(=O)=O)ccc21	3	-3	-2	-1	-4	0.0	-1	-0.8	-3	1
Fc1ccc(-c2cn3ccccc3n2)cc1	3	/	5	2	-18	0.8	-1	-0.7	6	0
COc1ccccc1CNC(=O)COc1ccccc1OC	3	-4	1	-1	-7	0.0	0	-0.6	2	-13
COc1ccccc1NC(=O)NNC(=O)CCc1ccccc1	7	-2	0	-8	-2	-0.4	0	-1.4	1	-10
CCOc1ccccc1N1CCN(C(=O)c2ccccc2SCC(=O)N2CCCC2)CC1	6	-3	-4	-6	20	-0.4	-1	-1.1	5	2
COc1ccc(Cn2c(SCc3cc(C)ccc3C)nc3cc(OC)c(OC)cc3c2=N)cc1	-69	1	0	3	0	0.2	2	13	4	-5
O=C(NNC(=S)NC1CCCCC1)c1ccccc1Cl	20	-3	-1	-1	23	-2.2	-1	-3.9	-5	-2
CCOC(=O)c1ccc(NC(=S)NCCc2ccccc2F)cc1	-17	-7	-1	0	9	0.6	-1	3.4	-2	-5
Cc1cccc(Nc2nc3ccccc3s2)c1C	-37	2	-2	4	19	0.7	4	7.6	0	-11
Cc1nnn(-c2nonc2N)c1C(=O)NNC(=O)c1ccc(Cl)c(Cl)c1	8	/	1	2	-15	0.5	-1	-1.5	0	1
CCCCCOC(=O)Nc1nnc(CCC)s1	8	-4	2	-3	2	-1.6	-3	-1.9	-1	2
CN(C)c1ccc(/C=C(\C#N)C(=O)Nc2nc3c(s2)CCN(Cc2ccccc2)C3)cc1	-2	-7	83*	2	8	-0.5	-2	0.4	-3	-67
CNc1oc(-c2ccc(Cl)cc2)nc1C#N	-14	-1	0	1	-13	0.2	0	2.7	-1	-7
O=C(CSc1oc(-c2ccc(F)cc2)nc1S(=O)(=O)c1ccccc1)NCC1CCCO1 (stereo unspecified)	13	-4	3	2	-7	0.5	-3	-2.3	6	4
CCOc1ccc(-n2nnc3c(=O)n(CC(=O)c4ccccc4)cnc32)cc1	8	-1	-2	-3	-6	0.0	-3	-1.5	2	-6
Cc1cc(-c2csc(NC(=O)C3=COCCO3)n2)c(C)n1C	1	-3	6	0	11	-1.0	2	-0.2	-4	7
CN1CCCC(OC(=O)/C(C#N)=C/c2ccccc2)C1 (stereo unspecified)	13	-3	1	-1	8	1.7	-2	-2.7	-3	-2
COC(=O)[C@]1(Cc2ccccc2)N[C@H](CN(C)C(=O)c2ccc(F)cc2)[C@@H]2C(=O)N(Cc3ccccc3)C(=O)[C@@H]21	5	-9	3	-7	-7	3.9	-3	-1.0	2	-5
COCCn1c(-c2ccc(Cl)cc2)cnc1SCC(=O)NCc1cccs1	7	4	7	-1	-6	-0.5	1	-1.2	0	-4
COC(=O)c1ccc(CSc2nc3ccccc3[nH]2)o1	4	2	0	-2	-19	0.6	0	-0.8	-1	4
O=C(O)C1CC(C(=O)O)SS1 (stereo unspecified)	12	-3	2	-6	2	4.1	1	-2.7	0	-7
CCCS(=O)(=O)N1CCC(C(=O)NCCN(CC)c2ccccc2)CC1	10	-2	1	-3	3	-1.8	-2	-1.9	-1	-2
O=P(NCc1ccccc1)(OCc1ccccc1)OCc1ccccc1	-20	-3	2	-3	1	-2.9	-2	4.6	0	-3
COc1ccccc1NC(=O)CSc1ncn[nH]1	-1	-2	5	-2	-5	0.3	1	0.2	-5	-11
O=C(c1ccc(F)cc1)N1CCN(C(=O)c2cccnc2)CC1	0	-3	-1	4	-11	2.0	0	-0.1	-5	3
CCCCCC(=O)Nc1cccc2ccccc12	-28	0	-6	4	-9	-0.5	-2	3.8	3	-11
NS(=O)(=O)c1cc(C(=O)OC2CCOC2=O)ccc1Cl (stereo unspecified)	15	3	-5	-2	15	-2.2	1	-3.8	-6	0
O=C(CCC(=O)c1ccccc1)Nc1ccccc1OC(F)F	16	33*	-1	0	-4	1.8	4	-3.6	1	-5
Cc1cc(C(=O)Nn2cnnc2)cs1	-7	-2	2	1	-25	-0.8	-2	1.4	1	-10
COc1ccc(COC(=O)CCNC(=O)c2ccc(Cl)cc2)cc1	10	-7	-6	0	-19	0.5	1	-1.6	0	2
CN(C(=O)CSc1nnc(C2CC2)n1C1CC1)C1(C#N)CCCCC1	17	/	-3	3	17	0.0	1	-4.3	-6	2
CCc1cc(C(=O)N2CCc3c([nH]c4ccccc34)C2c2ccc(OC)cc2F)no1 (stereo unspecified)	-5	-4	-4	0	3	-0.1	0	0.9	2	0
CCCCn1c(N)c(N(CCOC)C(=O)c2ccc(F)c(S(=O)(=O)N3CCOCC3)c2)c(=O)[nH]c1=O	-4	1	-1	-7	-14	0.6	-2	0.7	4	-10
COc1cc(NS(=O)(=O)c2c(C(=O)N3CCOCC3)c(C)n(C)c2C)cc(OC)c1OC	12	1	-1	-2	14	-1.3	3	-2.3	-4	-5
CC(C(=O)NCc1ccc(F)cc1)c1ccc([N+](=O)[O-])cc1 (stereo unspecified)	12	-2	5	-1	-14	-0.9	11	-2.3	5	-14
Nc1nc(COc2ccc(F)cc2)nc(N2CCCCC2)n1	20	10	-3	1	19	-0.6	-3	-4.2	-3	-2
Nc1ncccc1C(=O)OCC(=O)N1CCN(S(=O)(=O)c2ccc(Cl)cc2)CC1	17	-3	1	-4	5	0.0	-2	-4.2	3	-2
CC(C)Cn1c(SCC(=O)Nc2cccnc2Cl)nnc1-c1ccco1	11	-2	1	-7	9	2.7	7	-2.3	-2	-3
O=C(Oc1ccc2ccccc2c1Cl)N1CCCCCC1	-28	1	0	0	-23	0.0	-1	4.6	8	0
CCN(c1ccccc1)S(=O)(=O)c1cccc(C(=O)NCC2(N(C)C)CCCCC2)c1	-14	-4	0	0	3	-1.7	0	3.2	-1	-5
O=C(COC(=O)c1ccc2ccccc2n1)NC1CCCCC1	2	-1	2	3	7	-1.1	0	-0.4	-3	-14

Arranged by SMILES length (high to low): part of the list above.
Structure	OPRM1-OPRD1 inv	CAL-PDZ inh HTS	RTF Ca sens act	Keap1 Nrf2 FP	HTR5A inv ag	C-LANA FP	V-ATPase pHluor	OPRM1-OPRD1 ag	HTR5A ag ctr	RTF Ca sens inh
CCCS(=O)(=O)N1CCC(C(=O)NCCN(CC)c2ccccc2)CC1	10	-2	1	-3	3	-1.8	-2	-1.9	-1	-2
COc1ccc(COC(=O)CCNC(=O)c2ccc(Cl)cc2)cc1	10	-7	-6	0	-19	0.5	1	-1.6	0	2
COC(=O)c1ccc(CSc2nc3ccccc3[nH]2)o1	4	2	0	-2	-19	0.6	0	-0.8	-1	4

Next section.
Structure	OPRM1-OPRD1 inv	CAL-PDZ inh HTS	RTF Ca sens act	Keap1 Nrf2 FP	HTR5A inv ag	C-LANA FP	V-ATPase pHluor	OPRM1-OPRD1 ag	HTR5A ag ctr	RTF Ca sens inh
[O-][n+]1c2c(nn1-c1ccccc1Cl)-c1nonc1CC2	7	-2	3	-1	10	2.3	1	-1.2	-6	3
Cc1ccc2c(c1)-c1c(cnn1CC(=O)NC(C)CCc1ccco1)CO2 (stereo unspecified)	-2	0	9	-8	-25	-0.6	-2	0.3	1	-11
COC(=O)C1=C(C)NC(=O)/C1=C\c1cc(C)n(-c2c(C)cccc2C)c1C	3	-2	-1	0	-34	1.4	-2	-0.6	4	0
CC(=O)Oc1ccc(C)cc1-n1nc2ccccc2n1	11	1	0	-1	13	-0.3	-3	-1.8	0	20*
CCOC(=O)C1=NNC2(c3ccc(Cl)cc3)C(=O)N(c3cc(C)cc(C)c3)C(=O)C12 (stereo unspecified)	-1	-3	-2	-2	-46	0.8	4	0.2	0	-3
O=C(N1CCOCC1)N(CCN1CCOCC1)Cc1cccc(Cl)c1	17	-5	1	0	-6	-1.2	0	-4.1	3	-6
O=C(Nc1ccc(Br)cc1Cl)Nn1cnnc1	-1	23	9	-1	3	-2.1	-1	0.1	-3	-15
COc1ccccc1C1C(C#N)=C(N)Oc2cc(C)n(CCCn3ccnc3)c(=O)c21 (stereo unspecified)	2	-3	7	-2	3	1.4	-4	-0.3	-6	-17
COc1ccc(OC)c(-c2c(=O)n(OCc3ccccc3Br)c3ccccc3[n+]2[O-])c1	8	-1	-3	-3	8	-1.1	10	-1.3	-2	-2

Assay outcomes (PubChem)
